DT40 TDP1 CPT – DT40-hTDP1 cell growth loss with CPT; chicken DT40 Tdp1-/-;hTDP1 cells + 20 nM CPT, ATP luminescence, 48 h; Potency, µM (highest dose often 46.2 µM), for the others: at the top dose activity change, negative = growth inhibition, most hits filed as inhibitors; 420,000 compounds, 12% hits; AID 686979; note: nearly all actives have a fitted effect of over 55% in size
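Chicken DT40 Tdp1-/- cells complemented with human TDP1, 400 cells/well, exposed to compounds plus 20 nM camptothecin for at least 48 h at 37 C; viability read as ATP content by CellTiter-Glo luminescence.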
TDP1 block – inhibitors of human tyrosyl-DNA phosphodiesterase TDP1 | Q9NUW8 | recombinant TDP1, AlphaScreen DNA substrate cleavage | Potency, µM (series often up to 130 µM), for the others: top-dose activity change, negative = inhibition, usual class: inhibitors | 350,000 compounds, 0.28% hits | AID 485290; note: nearly all actives have a fitted effect of over 40% in size
Target sequence (Q9NUW8 whole entry, looked up): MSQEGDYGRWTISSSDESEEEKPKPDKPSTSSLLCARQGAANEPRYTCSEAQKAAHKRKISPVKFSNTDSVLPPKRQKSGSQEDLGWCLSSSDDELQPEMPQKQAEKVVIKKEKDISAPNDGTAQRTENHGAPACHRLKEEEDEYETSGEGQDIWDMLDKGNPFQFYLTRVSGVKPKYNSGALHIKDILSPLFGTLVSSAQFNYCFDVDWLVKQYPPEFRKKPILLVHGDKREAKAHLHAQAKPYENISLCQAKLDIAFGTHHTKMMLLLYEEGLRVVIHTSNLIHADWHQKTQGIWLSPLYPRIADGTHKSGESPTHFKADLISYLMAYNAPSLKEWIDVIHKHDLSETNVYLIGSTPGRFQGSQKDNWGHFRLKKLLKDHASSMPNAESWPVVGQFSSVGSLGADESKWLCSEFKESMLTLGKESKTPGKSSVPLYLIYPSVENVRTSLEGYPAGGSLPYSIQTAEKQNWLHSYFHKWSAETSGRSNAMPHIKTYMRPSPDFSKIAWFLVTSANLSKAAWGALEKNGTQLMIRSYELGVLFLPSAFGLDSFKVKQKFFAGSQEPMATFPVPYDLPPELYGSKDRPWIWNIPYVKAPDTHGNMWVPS
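E. coli-derived human Tdp1, 1 nM final. Cpd preinc 15 min RT; substrate 15 nM final, 5 min RT; AS bead mix 10 ug/ml final, 10 min RT. Signal loss = tyrosine-FITC cleavage. No-enzyme wells = max signal.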
TDP1 cell noCPT – qHTS for Inhibitors of human tyrosyl-DNA phosphodiesterase 1 (TDP1): qHTS in cells in absence of CPT; Potency, µM (titrated, usually from 46.2 µM), for inactives: at the top dose activity change, negative = growth inhibition, usual class: inhibitors; AID 686978, 2013; 420,000 compounds, 15% hits; DT40 Tdp1-/- hTDP1 cells, no CPT, ATP luminescence, 48 h; note: nearly all actives have a fitted effect of over 55% in size
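Luminescent ATP content (CellTiter-Glo) served as the growth readout. Knockout chicken DT40 cells expressing human TDP1 were exposed to compounds without camptothecin for a minimum 48 hr at 37 °C.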
Numbers without * were called inactive; ? = inconclusive; · = no result given; & = joins results of further samples; ! = not active in a repeat; [ ] = dose if it differs, or a comment. Calls come from the whole dose curve; as a rule, active = well fitted curve in the direction sought with a large enough effect; inconclusive = small, poorly fitted or top-dose-only effect, or another doubt; inactive = no such curve, though single readings can be large; an effect the other way counts as inactive or inconclusive. % is set by controls: 0 for no effect and ±100 for the full control effect; potency is the fitted concentration of half-maximal effect. Compounds were not picked by outcome; any-hit rate near 18%.

SMILES | DT40 TDP1 CPT | TDP1 block | TDP1 cell noCPT
COc1ccc(NC(=O)c2oc3ccc(S(=O)(=O)N4CCCCC4)cc3c2C)cc1Cl | 9.2µM* | 3% | 13µM*
CC1CCCN(c2ccc3nncn3n2)C1 (stereo not given) | -13% | · | 2%
Cc1ccc(N2CCN(c3nc4ccc(C(=O)c5ccccc5)cc4n4cnnc34)CC2)c(C)c1 | ? | 6% | 18µM*
CCN(C(=O)CSc1nnc(-c2ccco2)n1CC)c1c(N)n(Cc2ccccc2)c(=O)[nH]c1=O | -8% | 1% | 4%
COc1ccccc1N(CC(=O)Nc1ccc(S(=O)(=O)N2CCOCC2)cc1)S(C)(=O)=O | 4% | · | -12%
Cc1c(C(=O)N2CCCCC2)c(S(=O)(=O)N(C)Cc2ccccc2)c(C)n1C | -12% | 6% | 4%
O=S(=O)(c1ccccc1)N1CCC2(CCN(c3ncccn3)CC2)CC1 | ? | · | ?
O=C(C1CCN(S(=O)(=O)c2cccs2)CC1)N1CCc2ccccc2C1 | -26% | 5% | -9%
CC1=C(C(=O)Nc2ccc(C(=O)NC(C)c3ccccc3)cc2)SCCO1 (stereo not given) | -11% | · | -23%
COc1ccc(CNC(=O)C(C)N2CCN(c3ccc(C(C)=O)cc3)CC2)cc1 (stereo not given) | ? | · | ?

Shown with two lines to a compound: four of the compounds above.
Screens in order: DT40 TDP1 CPT	TDP1 block	TDP1 cell noCPT
O=S(=O)(c1ccccc1)N1CCC2(CCN(c3ncccn3)CC2)CC1
→ ?	·	?
O=C(C1CCN(S(=O)(=O)c2cccs2)CC1)N1CCc2ccccc2C1
→ -26%	5%	-9%
CC1=C(C(=O)Nc2ccc(C(=O)NC(C)c3ccccc3)cc2)SCCO1 (stereo not given)
→ -11%	·	-23%
COc1ccc(CNC(=O)C(C)N2CCN(c3ccc(C(C)=O)cc3)CC2)cc1 (stereo not given)
→ ?	·	?

The list continues:
SMILES | DT40 TDP1 CPT | TDP1 block | TDP1 cell noCPT
O=C(OCCOCCN=C1NS(=O)(=O)c2ccccc21)c1ccccc1Br | -2% | · | -15%
COc1cccc(NS(=O)(=O)c2c(C(=O)N3CCCCCC3)c(C)n(C)c2C)c1 | -27% | 3% | -13%
COc1ccc(CNc2ncnc3ccccc23)cc1 | ? | -8% | 0.65µM*
COc1ccc(CNC(=O)c2ccc(Cn3nc(C)c([N+](=O)[O-])c3C)o2)cc1 | ? | 11% | 23µM*
C#CCOc1ccc(C2C(C#N)=C(N)Oc3cc(O)ccc32)cc1 (stereo not given) | -1% | · | -14%
COC(=O)Cc1ccc(NC(=S)N2CCN(c3cc(Cl)ccc3C)CC2)cc1 | ? | 6% | ?
O=C(Cn1nnc2ccccc2c1=O)N1CCCc2ccccc21 | -19% | 2% | -5%
CCOCCCNC(=O)c1cn(CC)c2ccc(S(=O)(=O)N3CCc4ccccc4C3)cc2c1=O | ? | -2% | 16µM*
COC(=O)c1ccc2c(=O)n(CCCCCC(=O)NCc3ccc(OC)cc3)c(=O)[nH]c2c1 | 23µM* | -2% | ?
COc1ccc(OC)c(C(=O)COC(=O)c2c(OC)cccc2OC)c1 | ? | 4% | ?
O=C1OCCN1C(=O)[C@H]1[C@H](c2ccc(F)cc2)C(c2ccccc2)=NN1c1ccc(Br)cc1 | ? | -7%[56.1 µM] | ?
COc1cccc(OCC(O)CN(CCO)Cc2ccccc2)c1 (stereo not given) | -20% | -1% | -21%
COc1ccccc1/C=C/C1=NC(=C\N(C)C)/C(=O)O1 | ? | 0% | 21µM*
CCCS(=O)(=O)N1CCN=C1SCc1cccc2ccccc12 | 3% | 0% | -18%
CSc1cccc(NC(=O)C2CCN(c3ncnc4c3nc3n4CCCCC3)CC2)c1 | ? | 6% | -56%
COc1ccc(NC(=S)N2CCN(Cc3ccc(C)cc3)CC2)cc1 | -27% | 5% | -25%
CC(C(=O)Nc1cccc(Br)c1)c1ccc([N+](=O)[O-])cc1 (stereo not given) | -14% | 3% | -1%
CCOC(=O)CNC(=O)CSc1ncnc2c1cnn2-c1ccc(OC)cc1 | -30% | 4% | ?
O=C(Nc1ccccc1)c1cc(C2CCCCN2C(=O)OCc2ccccc2)on1 (stereo not given) | -21% | · | -19%
Cc1ccc(CCNC(=O)c2cc3n(n2)CCCN(Cc2ccc(C)cc2)C3=O)cc1 | ? | -6% | ?
Cc1ccc(Cn2cc(C(=O)NN)c(=O)c3ccc(F)cc32)cc1 | -22% | · | -13%
Cc1ccccc1C(=O)Nc1ccc2c(c1)nc(CCNC(=O)c1ccco1)n2C | -22% | 1% | -8%
CCc1ccc(-c2cn3c(n2)sc2cc(C(=O)NCC(C)c4ccccc4)ccc23)cc1 (stereo not given) | ? | -3% | -15%
Cc1nnc2ccc(-c3ccc(NC(=O)c4ccco4)cc3)nn12 | ? | -9% | ?
CC(C)c1csc(CN2CCC(CO)(Cc3ccccc3)CC2)n1 | -10% | -3% | ?
COc1ccc(/C=C/C(=O)NC(=S)NNC(=O)c2ccco2)cc1 | 15µM* | 10% | 21µM*
CCOC(=O)CCn1cc(F)c(=O)n(Cc2ccccc2)c1=O | -4% | 5% | -10%
O=C(CNS(=O)(=O)/C=C/c1ccccc1)OCC(=O)N1CCC(Cc2ccccc2)CC1 | -11% | 4% | -29%
COCCN(C(=O)c1ccc(OC2CCN(S(=O)(=O)N(C)C)CC2)cc1)C(C)C | ? | · | 13µM*
O=C(Cc1ccc(F)cc1)N[C@@H]1c2ccccc2CC[C@H]1OCc1ccccc1 | -16% | 1%[56.1 µM] | -24%
Cc1ccc(C)c(NC(=O)c2ccc(=O)n(Cc3ccc(F)cc3)c2)c1 | ? | -10% | ?
COc1ccc(Cn2nnnc2C(C(C)C)N(Cc2ccco2)Cc2cccs2)cc1 (stereo not given) | ? | -1% | ?
O=C1CC(SCCO)C(=O)N1c1ccccc1 (stereo not given) | -7% | 4% | -12%
Cc1cccc(CNC(=O)C2CCC(=O)N(Cc3ccccc3F)C2)n1 (stereo not given) | -14% | 3% | -9%
CC1C(=O)N(Cc2cn(Cc3ccco3)nn2)CCS(=O)(=O)N1Cc1ccc(-c2cccc(CO)c2)cc1 (stereo not given) | ? | · | 9.2µM*
CC(C)C(=O)Nc1cccc(NC(=O)c2ccc(Cl)cc2Cl)c1 | -23% | -1% | ?
O=C(NN1C(=O)c2ccccc2C1=O)C1CC2CCC1C2 (stereo not given) | -10% | 5% | -4%
c1ccc(-c2ccccc2OCCn2cncn2)cc1 | -30% | -2% | -26%
Cc1cccc(NC(=O)CSc2nnc(CNC(=O)c3cccc(C)c3)n2-c2ccccc2)c1 | ? | 5% | ?
CC(C)CC(N)c1csc(NC(=O)c2cc(C(C)(C)C)nn2Cc2ccccc2)n1 (stereo not given) | 7.3µM* | · | 8.2µM*
O=C(NC1=NCCS1)C1CC(=O)N(c2ccc(Cl)cc2)C1 (stereo not given) | ? | 2% | -13%
CCCn1nnnc1SCC(=O)NCc1ccccc1 | -11% | 4% | -7%
CCCn1c(SCC(=O)Nc2ccc(NC(=O)CC)cc2)nc2c1c(=O)n(C)c(=O)n2C | 0% | 4% | 21µM*
CCCCCCOc1ccc(C(CC(=O)NC)C(=O)O)cc1 (stereo not given) | 1% | 0% | 5%
Cc1nn(C)c(Nc2ccc(Br)cc2)c1Br | 15µM* | 5% | 18µM*
CN(C(=O)C1CCCCC1)C1CCS(=O)(=O)C1 (stereo not given) | -16% | · | -4%
CC1CCc2c(sc(NC(=O)c3ccccc3)c2C(=O)Nc2ccccc2)C1 (stereo not given) | 9.2µM* | 0%[12.3 µM] | 21µM*
CCCN1CCc2[nH]c(=S)[nH]c(=O)c2C1 | -1% | 3% | -33%
CCOC(=O)c1ccc(OCCOc2ccccc2C)cc1 | -7% | · | -20%
CCC1=Nc2ccc(Br)cc2C(c2ccccc2)N1CC(=O)OC (stereo not given) | -26% | 4% | ?

(next part)
SMILES | DT40 TDP1 CPT | TDP1 block | TDP1 cell noCPT
CCCN(C(=O)CSCC(=O)Nc1ccc(OC)cc1)c1c(N)n(Cc2ccccc2)c(=O)[nH]c1=O | 11% | · | -4%
C=CCN1C(=O)C(CC(=O)O)S/C1=N/N=C/c1ccc(N(CC)CC)cc1 (stereo not given) | -12% | 5% | ?
CCOc1cccc(/C=C/c2ccc3cccc(O)c3n2)c1O | 15µM* | · | 21µM*
COCC(=O)Nc1ccc2c(c1)OCO2 | 8% | 6% | 0%
OC(CN1CCCCC1)c1ccc2c3c(cccc13)CC2 (stereo not given) | 9% | · | -27%
NC(c1ccccc1)c1ccncc1 (stereo not given) | 3% | · | 3%
O=C(CC(SCCO)c1ccc([N+](=O)[O-])cc1)c1ccco1 (stereo not given) | -93% | 2% | 15µM*
CCOc1ccc(N(C)S(=O)(=O)c2ccc(C)c(C(=O)NCc3cccs3)c2)cc1 | ? | -4%[56.1 µM] | ?
CC(=O)C1=C(C)N(CC2CC2)C(=O)N[C@H]1c1cccs1 | -2% | 10%&3% | -16%
Cc1ccc(N2C(=O)N(CC(=O)Nc3ccc(C)cc3C)C(=O)C2C)cc1 (stereo not given) | -12% | 4% | -13%

Full records, looked up by structure. Screens in order: DT40 TDP1 CPT, TDP1 block, TDP1 cell noCPT
`COc1ccc(/C=C/C(=O)NC(=S)NNC(=O)c2ccco2)cc1` as listed: 15µM*, 10%, 21µM*
`O=S(=O)(c1ccccc1)N1CCC2(CCN(c3ncccn3)CC2)CC1` as listed: ?, ·, ?

Following part
SMILES | DT40 TDP1 CPT | TDP1 block | TDP1 cell noCPT
CCC(C)NC(=O)c1cccc(OCc2c(C)noc2C)c1 (stereo not given) | 11% | 5% | 9%
CCN(c1cccc2ccccc12)S(=O)(=O)c1ccc(Cl)nc1 | ? | -1% | ?
CCCCN1C(=O)C2Cc3c([nH]c4ccccc34)CN2C1=S (stereo not given) | -27% | 1% | ?
COc1cccc(/C=N/n2c(-c3cc(C)[nH]n3)n[nH]c2=S)c1 | 6% | 8% | ?
CC[C@H](C)C(=O)O[C@H]1CCC=C2C=C[C@H](C)[C@H](CC[C@@H]3C[C@@H](O)CC(=O)O3)[C@H]21 | ? | 0%&3% | 15µM*!
Clc1ccc2nc(N3CCNCC3)nc(-c3ccccc3)c2c1 | 18µM* | 4% | 9.2µM*
CCCCc1nnc(NC(=O)C23CC4CC(CC(NC(C)=O)(C4)C2)C3)s1 | -22% | 3% | -10%
CCOc1ccc(NS(=O)(=O)c2ccc3[nH]cc(C(=O)N4CCCC4)c(=O)c3c2)cc1 | -1% | -14% | ?
Cc1c(-c2ccc(Br)cc2)nc2ccccn12 | -30% | -3% | ?
O=C(NNC(=O)c1cc([N+](=O)[O-])ccc1Cl)c1cccs1 | 12% | -4% | -9%
Cc1cc(/C=C(\C#N)C(=O)NCc2ccco2)c(C)[nH]1 | -9% | -8% | -9%
CC1(C)Cc2cccc(Oc3ccc(S(=O)(=O)N4CCCCC4)cn3)c2O1 | ? | 2% | ?
OCCCNCc1cc2cc3c(cc2nc1N1CCN(c2cccc(Cl)c2)CC1)OCO3 | 7%[9.04 µM] | · | -12%
CSc1ccccc1C(=O)N1CCN(c2ccc(F)cc2)CC1 | -3% | 7% | -13%
Cc1nc([N+](=O)[O-])cn1CC(O)c1ccc(Cl)cc1 (stereo not given) | 11% | 4% | -8%
O=S(=O)(NN=C1CCCCC1)c1ccccc1 | -8% | 6% | -20%
CC(=O)c1ccc(-c2nnc(CCC(=O)N(C)Cc3cnc4ccccn34)o2)s1 | 1% | 3% | -11%
CN(CC(=O)Nc1ccc(Cl)cc1)C1=NS(=O)(=O)c2ccccc21 | 0% | 1% | 8%
CCc1c(C(=O)N2CCCN(C)CC2)csc1C | 9% | 4% | 20%
COc1ccc(C(=O)NC(=S)N2CCOCC2)cc1Br | -14% | 4% | 1%
COc1ccc(COCC(O)CN(Cc2ccccc2)C(C)C)cc1OC (stereo not given) | -15% | -5% | 2%
O=C(CSc1nnc(-c2ccco2)o1)c1ccc(O)cc1O | ? | -1% | ?
CC(=O)c1sc(NC(=O)C2CC(=O)N(Cc3ccco3)C2)nc1-c1ccccc1 (stereo not given) | -11% | 0% | -23%

Quoted at random: 6 entries already listed.
SMILES | DT40 TDP1 CPT | TDP1 block | TDP1 cell noCPT
CSc1ccccc1C(=O)N1CCN(c2ccc(F)cc2)CC1 | -3% | 7% | -13%
CC(=O)c1sc(NC(=O)C2CC(=O)N(Cc3ccco3)C2)nc1-c1ccccc1 (stereo not given) | -11% | 0% | -23%
CCc1c(C(=O)N2CCCN(C)CC2)csc1C | 9% | 4% | 20%
O=S(=O)(NN=C1CCCCC1)c1ccccc1 | -8% | 6% | -20%
CC(=O)c1ccc(-c2nnc(CCC(=O)N(C)Cc3cnc4ccccn34)o2)s1 | 1% | 3% | -11%
COc1ccc(C(=O)NC(=S)N2CCOCC2)cc1Br | -14% | 4% | 1%
